Assay outcomes (PubChem)
SKKanGAS inh – S. pyogenes SKKanGAS growth inhibitors in kanamycin, primary screen, streptokinase expression inhibitor project, SKKanGAS strain, BacTiter-Glo luminescence. 6 h. 300,000 compounds, 1.3% hits. AID 1662, 2009. inhibition, % at 7.5 µM;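 active = mean replicate score, as percent of positive control median, at least 50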;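 also: strain carries kanamycin resistance gene driven by streptokinase promoter and grows in 40 µg/ml kanamycin; loss of luminescence reflects streptokinase promoter inhibition or plain growth inhibition; 0% = median of DMSO wells and 100% = positive control at its reference dose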
TRPC6 inhibitor – mouse TRPC6 channel inhibitors, primary screen, cell-based, HEK293, membrane potential dye; Short transient receptor potential channel 6 (Mus musculus), Q61143; ACh-evoked depolarization; stronger effect = lower value; B-score at 10 µM; 310,000 compounds, 1.1% hits;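 active = B-score under library mean minus 3 SD, initial fluorescence not abnormally high, positive integrated signal ratio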;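 also: B-score derived from integrated fluorescence ratio over the kinetic read; more negative B-score means stronger inhibition of depolarization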
MrgX1 ag – agonists of human MrgX1 receptor, primary screen, HEK293 cells, Fluo-4 calcium flux; Mas-related G-protein coupled receptor member X1 (Homo sapiens), Q96LB2; Fluo-4 calcium fluorescence, agonist mode; stronger effect = higher value; B-score at 10 µM; 310,000 compounds, 0.44% hits; AID 588627, 2011;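 active = calcium response B-score plate-corrected fluorescence ratio at least 3 library SD, with starting fluorescence B-score inside 5 SD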
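times = overnight plating, then 30 min 37 °C plus 30 min room-temperature dye loading | assay system = stable human MrgX1 HEK293 cell line | input = fifteen thousand cells per well | signal = kinetic calcium dye fluorescence, Fluo-4 NW | dosing = compound delivered in addition one of three | read-out = B-scored fluorescence response ratio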
HIF activator – HIF pathway transcriptional activators, primary screen, cell-based, U2OS HRE-luciferase, luminescence; U2OS HRE-luciferase reporter; normalized: DMSO 0%, desferrioxamine 100%; activation, % at 7.5 µM (by protocol); 300,000 compounds, 0.32% hits;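 active = mean activation of at least 10% of the iron chelator positive control signal, with at least half of replicates also reaching 10%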
MrgX1 antagonist – antagonists of human MrgX1 receptor, primary screen, HEK293 cells, Fluo-4 calcium flux. AID 588676, 2011. Mas-related G-protein coupled receptor member X1 (Homo sapiens), Q96LB2. B-score at 10 µM. BAM8-22 antagonism; stronger effect = lower value. 310,000 compounds, 1.3% hits;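 active = calcium-response B-score plate-corrected more than 3 library SD below zero, starting fluorescence within 5 deviations, no agonist response on first addition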;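 also: peak minus trough fluorescence over baseline after final BAM8-22 challenge near maximal dose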
TRPC4 inh – inhibitors of mouse TRPC4 channel, primary screen, Fluo4 calcium, HEK293 TRPC4beta/mu-opioid cells; Short transient receptor potential channel 4 (Mus musculus), Q9QUQ5; DAMGO-evoked Fluo4 calcium flux; stronger effect = lower value; B-score at 10 µM; 300,000 compounds, 0.39% hits; AID 2247, 2010;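 active = B-score over 3 SD under the library average, no early fluorescence shift, positive overall ratio signal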
Target sequence (Q9QUQ5 whole entry, looked up): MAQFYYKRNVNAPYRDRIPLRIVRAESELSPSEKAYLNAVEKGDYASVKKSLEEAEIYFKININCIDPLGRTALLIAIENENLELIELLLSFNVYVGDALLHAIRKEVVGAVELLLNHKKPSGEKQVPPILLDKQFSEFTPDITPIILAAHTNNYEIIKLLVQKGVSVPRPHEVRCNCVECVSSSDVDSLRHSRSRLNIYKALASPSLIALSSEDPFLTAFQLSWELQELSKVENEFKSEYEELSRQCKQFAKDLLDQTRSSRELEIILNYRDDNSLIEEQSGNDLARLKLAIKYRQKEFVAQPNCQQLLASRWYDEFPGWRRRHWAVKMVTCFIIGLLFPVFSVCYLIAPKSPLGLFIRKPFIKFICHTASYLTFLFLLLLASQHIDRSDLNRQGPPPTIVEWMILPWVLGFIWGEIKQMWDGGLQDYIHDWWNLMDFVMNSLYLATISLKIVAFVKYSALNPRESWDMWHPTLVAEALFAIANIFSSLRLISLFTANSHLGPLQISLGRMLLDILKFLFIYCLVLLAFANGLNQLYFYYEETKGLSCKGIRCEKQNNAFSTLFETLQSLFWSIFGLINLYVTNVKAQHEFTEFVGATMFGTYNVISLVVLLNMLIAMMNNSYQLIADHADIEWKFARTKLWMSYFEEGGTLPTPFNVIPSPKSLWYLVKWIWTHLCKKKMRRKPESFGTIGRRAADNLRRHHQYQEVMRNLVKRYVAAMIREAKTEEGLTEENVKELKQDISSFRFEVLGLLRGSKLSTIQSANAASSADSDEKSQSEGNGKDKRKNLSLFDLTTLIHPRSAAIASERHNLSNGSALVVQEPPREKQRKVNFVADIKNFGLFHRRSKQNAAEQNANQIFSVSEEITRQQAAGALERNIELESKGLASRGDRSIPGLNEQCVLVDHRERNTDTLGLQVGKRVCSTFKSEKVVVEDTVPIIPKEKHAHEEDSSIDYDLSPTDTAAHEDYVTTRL
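System: stable TRPC4beta/mu-opioid receptor HEK293 cells; Dosing: single-point compound dosing; Measured by: Fluo4 Ca2+ flux fluorescence; Read-out basis: per-well B score of integrated baseline-normalized Fluo4 ratio.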
TRPC6 activator – mouse TRPC6 channel activators, primary screen, cell-based, HEK293, membrane potential dye | B-score at 10 µM | Short transient receptor potential channel 6 (Mus musculus), Q61143 | HEK293-TRPC6 membrane potential dye fluorescence; stronger effect = higher value | 310,000 compounds, 0.13% hits;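 active = B-score of the integrated fluorescence ratio above library mean plus 3 SD, and starting fluorescence ratio within library mean plus 5 SD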;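 also: higher score means more depolarization so channel activation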
RGS4 block – RGS4 inhibitors, primary screen, cell-based, HEK293 M3R inducible RGS4, calcium flux; Fluo-4 calcium flux; stronger effect = higher value; triggered by carbachol at its EC20; B-score at 10 µM; 310,000 compounds, 0.45% hits; AID 463165, 2010;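 active = B-score, a plate-corrected calcium signal, over three deviations above library mean, with baseline fluorescence within five deviations of library mean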;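 also: RGS4 expression induced by doxycycline in cells with stable M3 receptor; B-score is computed from the integrated fluorescence ratio over baseline after carbachol; higher B-score means a larger calcium signal and so more RGS4 inhibition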
RGS4 act – RGS4 potentiators or activators, primary screen, cell-based, HEK293 M3R inducible RGS4, calcium flux; carbachol calcium flux Fluo4; stronger effect = lower value; B-score at 10 µM; 310,000 compounds, 0.92% hits;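 active = B-score of the integrated calcium signal more than 4 SD below the library mean, with starting fluorescence not abnormally high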;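 also: negative B-score means reduced calcium response which marks RGS4 activation or potentiation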
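test system = M3R-expressing HEK293 line, RGS4 induced by doxycycline | probe or stimulus = carbachol at ECmax as muscarinic agonist stimulus | timing = dye loading 30 min 37 °C, buffer rest 30 min RT | signal = calcium dye Fluo4 fluorescence | evaluation = B score from integrated fluorescence ratio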
MrgX1 PAM – positive allosteric modulators of MrgX1, primary screen, HEK293 cells, Fluo-4 calcium flux. Mas-related G-protein coupled receptor member X1 (Homo sapiens), Q96LB2. B-score at 10 µM. FDSS; stronger effect = higher value. 310,000 compounds, 0.63% hits. AID 588675, 2011;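 active = plate-corrected calcium response at least 3 library SD above typical, normal starting fluorescence, not activating the receptor alone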;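 also: compound read alongside a low EC10 to EC30 dose of BAM8-22 agonist; peak minus trough fluorescence over baseline measured at the second addition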
Platelet DG rel – inhibitors of platelet dense granule secretion, primary screen, cell-based, MLPCN, human platelets; AID 1663, 2009; 300,000 compounds, 0.22% hits; human platelet-rich plasma, SFLLRN dense granule ATP release, luminescence; inhibition, %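 (compounds screened at 7.5 µM in platelet-rich plasma)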;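 active = mean replicate score, as percent of positive control, at or above 50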
* = called active by the depositor; i = inactive; x = not tested or not shown. Not a hit list, and some 6.1% of all compounds hit somewhere here.

Under each structure – MrgX1 antagonist, TRPC6 inhibitor, MrgX1 PAM, RGS4 block, MrgX1 ag, TRPC6 activator, SKKanGAS inh, Platelet DG rel, RGS4 act, HIF activator, TRPC4 inh
COC(=O)CNC(c1ccccc1)c1cc(Br)ccc1N (stereo not drawn)
 : i, i, i, i, i, i, -2, 4, i, -0.2, i
COCCNC(=O)c1cc(-c2cccnc2)nc2ccc(Br)cc12
 : i, i, i, i, i, i, 7, 1, i, -0.7, i
CCOc1nc(OCC)c2cnn(C)c2n1
 : i, i, i, i, i, i, -6, -4, i, 0.2, i
Cc1ccccc1NC(=O)Nc1ccccc1Br
 : i, i, i, i, i, i, -5, 4, i, x, i
CC(=O)NC(Cc1cccc(F)c1)C(=O)NC1CCN(c2nnnn2-c2ccccc2)CC1 (stereo not drawn)
 : i, i, i, i, i, i, 4, 1, i, -0.4, i
O=C(CCCCC(=O)NCCc1ccccc1)NCCc1ccccc1
 : i, i, i, i, i, i, -2, 0, i, -17, i
CC(C)OCCCNC(=O)NC12CC3CC(CC(C3)C1)C2
 : i, i, i, i, i, i, 6, -2, i, 0.4, i
Cc1ccc(S(=O)(=O)N(CC(=O)NCC2CCCO2)Cc2cccc(C)c2)cc1 (stereo not drawn)
 : i, i, i, i, i, i, 8, 7, i, 0.0, i
CCOC(=O)Cc1ncccc1C(=O)Nc1ccc(OC(F)(F)F)cc1
 : i, i, i, i, i, i, 0, 1, i, -0.1, i
Cc1c(SCCO)c(=O)[nH]c2cc3c(cc12)OCO3
 : i, i, i, i, i, i, -3, -1, i, -0.8, i
CCSc1nc2sc3c(c2c(=O)n1-c1ccccc1)CCN(C)C3
 : i, i, i, i, i, i, 8, 3, i, -1.1, i
COc1ccc2c(C(=O)CN3CC(C)OC(C)C3)c[nH]c2c1 (stereo not drawn)
 : i, i, i, i, i, i, -4, 1, i, 0.2, i
CC(C)CN(C(=O)CN1CCN(c2ccccc2O)CC1)c1c(N)n(CC(C)C)c(=O)[nH]c1=O
 : i, i, i, i, i, i, 4, 5, i, 0.0, i
Cc1ccccc1NS(=O)(=O)c1nnc(NC(=O)C(C)C)s1
 : i, i, i, i, i, i, -1, 0, i, -14, i
Cn1cc(CN2CCCC(CO)(Cc3cccc(Cl)c3)C2)cn1 (stereo not drawn)
 : i, i, i, i, i, i, -11, 32, i, 0.3, i
C=CCn1c(=N)n(CC(=O)c2cccc([N+](=O)[O-])c2)c2ccccc21
 : i, i, i, i, i, i, -2, -14, i, 0.8, i
CSc1nsc(SCC(=O)NCc2ccccc2)n1
 : i, i, i, i, i, i, -2, -3, i, -0.4, i
Cc1cc(NC(=O)CSc2nc3ccsc3c(=O)n2CCCC(=O)NCCc2ccccc2)no1
 : i, i, i, i, i, i, -5, 4, i, 0.3, i
COc1ccccc1NC(=O)CSc1ccc(-c2ccc(-n3cccn3)cc2)nn1
 : i, i, i, i, i, i, -7, 20, i, 1.0, i
COc1cc(Nc2nnc(C)s2)c(Cl)cc1Cl
 : i, i, i, i, i, i, -2, 0, i, -5.3, i
O=C(NCCCn1ccnc1)C(=O)NCC1OCCN1S(=O)(=O)c1ccc(Cl)cc1 (stereo not drawn)
 : i, i, i, i, i, i, -2, 19, i, 0.3, i
COCCn1nnnc1C(c1ccc(OC)c(OC)c1)N1CCc2ccccc21 (stereo not drawn)
 : i, i, i, i, i, i, -1, -11, i, 0.4, i
CCOC(=O)/C=C/C(=O)N1CCc2ccccc21
 : i, i, i, i, i, i, -1, 2, i, -1.0, i
COc1ccc(-c2oc3ccc(-c4ccc5c(c4)OCO5)cc3c2-c2ccc(OC)nc2)cc1
 : i, i, i, i, i, i, 7, 1, i, -0.1, i
Cc1cc(C)c(C(=O)NCC(=O)c2ccccc2)c(C)c1
 : i, i, i, i, i, i, -6, -17, i, 0.9, i
COc1ccc2[nH]c(=O)c(CN(C(=O)c3ccccn3)c3ccccc3)cc2c1
 : i, i, i, i, i, i, -2, 3, i, 0.7, i
O=S(=O)(c1ccc(Br)cc1)N1CCC2(CC1)OCCO2
 : i, i, i, i, i, i, -5, 1, i, 0.0, i
CN(C)c1ccc(S(=O)(=O)NCC(=O)NCCOc2ccccc2F)cc1[N+](=O)[O-]
 : i, i, i, i, i, i, 3, 22, i, 0.0, i
COc1ccccc1C(=O)NNC(=O)c1ccc(NS(=O)(=O)c2cccs2)cc1
 : i, i, i, i, i, i, 6, -3, i, 0.4, i
Cc1ccc2c(CN3CCN(Cc4ccccc4)CC3)cc(=O)oc2c1
 : i, i, i, i, i, i, 1, -6, i, -9.8, i
CCC(C)N(CCNC(=O)CC1Oc2ccc(C)cc2NC1=O)C1CCCCC1 (stereo not drawn)
 : i, -8.4*, i, i, i, i, -1, 8, -7.3*, 0.1, i
CN(C)C(=S)Nc1cccc(-c2n[nH]c(=S)o2)c1
 : i, i, i, i, i, i, 12, 0, i, 0.8, i
Cc1ccc(-n2c(N)c(C(=O)Nc3c(C)n(C)n(-c4ccccc4)c3=O)c3nc4ccccc4nc32)cc1C
 : i, i, i, i, i, i, 16, 2, i, -1.2, i
COC(=O)C1CCN(C(=O)c2cc(=O)[nH]c3ccccc23)CC1
 : i, i, i, 5.3*, i, i, -3, -3, i, -0.2, i
O=C(Nc1ccccc1)C(c1ccccc1)c1ccccc1
 : i, i, i, i, i, i, -1, 0, i, -36, i
Cn1cc(CN2CCN(CCO)CC2)c(-c2ccc(Oc3ccccc3)cc2)n1
 : i, i, i, i, i, i, 2, 11, i, -0.5, i
CCn1c(=O)cc(OCC(=O)Nc2cc(C)ccn2)c2ccccc21
 : i, i, i, i, i, i, -12, -2, i, -0.2, i
C=CCN1C(=O)c2ccccc2Sc2ccc(C(=O)N3CCN(C)CC3)cc21
 : i, i, i, i, i, i, 6, 1, i, 10*, i
COc1ccc(CN(CCC(c2ccc(F)cc2)C2CCOC(C)(C)C2)C(=O)c2ccco2)cc1 (stereo not drawn)
 : i, i, i, i, i, i, 2, 2, -8.2*, -0.3, i
Nc1nc(Sc2ccc(C(F)(F)F)cn2)n[nH]1
 : i, i, i, i, i, i, 6, 8, i, -0.6, i
CCOc1ccccc1CNCc1ccc(C(=O)O)cc1
 : i, i, i, i, i, i, -4, -4, i, 0.1, i
CC1CCN(C(=O)CSCC(=O)Nc2nc(-c3cccs3)cs2)CC1
 : i, i, i, i, i, i, -6, 10, i, 1.6, i
CC(=O)/C(=N\Nc1ccccc1)Sc1nnc(-c2ccccc2)n1-c1ccccc1
 : i, i, i, i, i, i, -1, 14, i, -0.2, i
O=C1CN(C(=O)c2cc3ccccc3oc2=O)C(c2ccccc2)c2cc(F)ccc2N1 (stereo not drawn)
 : i, i, i, i, i, i, -1, -17, i, -0.3, i
Oc1ccc2ccccc2c1CNc1ccc(Br)cn1
 : i, i, i, i, i, i, 8, -2, i, -0.5, i
CC(C)(C)NC(=O)c1ccc2c(c1)C(=O)N(Cc1ccco1)C2=O
 : i, i, i, i, i, i, 0, 0, i, 0.9, i
COC(=O)c1c(C)oc(C)c1S(=O)(=O)N(C)C1CCCCC1
 : i, i, i, i, i, i, 0, -1, i, -0.7, i
C/C(=N/NS(=O)(=O)c1ccc(C)cc1)c1c(O)c2ccccc2oc1=O
 : i, i, i, i, i, i, -7, 10, i, -0.8, i
CCCCc1ccc(NC(=O)C2CCCC2)cc1
 : i, i, i, i, i, i, 6, -6, i, 1.4, i
CC1CC(C)(C)NC(=S)N1CCC(=O)NCCc1ccc(Cl)cc1 (stereo not drawn)
 : i, i, i, i, i, i, 1, 17, i, 0.8, i

The results go on:
Under each structure – MrgX1 antagonist, TRPC6 inhibitor, MrgX1 PAM, RGS4 block, MrgX1 ag, TRPC6 activator, SKKanGAS inh, Platelet DG rel, RGS4 act, HIF activator, TRPC4 inh
CC(C)c1ccc(N(CC(=O)NC2CCCCC2)C(=O)CCC(=O)Nc2ccccn2)cc1
 : i, i, i, i, i, i, 0, 0, i, 0.0, i
COc1nc(OC)nc(Oc2ccc(Cl)cc2[N+](=O)[O-])n1
 : i, i, i, i, i, i, -1, 8, i, -0.2, i
CCOC(=O)CSc1nnc(CNC(=O)c2cc(OC)c(OC)c(OC)c2)n1C
 : i, i, i, i, i, i, 1, 1, i, -0.3, i
Cc1ccsc1/C=N\NC(=O)c1cc(C(C)(C)C)[nH]n1
 : i, i, i, i, i, i, 16, -4, i, 3.7, i
CCCCOC(=O)CCCN1C(=O)/C(=C2\SC(=S)N(CCCC(=O)OCCCC)C2=O)SC1=S
 : i, i, i, i, i, i, -1, -5, i, 0.0, i
COc1ccc(C)cc1NC(=O)CCS(=O)(=O)c1ccc2c(c1)oc(=O)n2C
 : i, i, i, i, i, i, -4, 1, i, 0.3, i
Cc1cc(C(=O)COC(=O)CNC(=O)c2ccc(Cl)c(Cl)c2)c(C)n1Cc1ccco1
 : i, i, i, i, i, i, -1, 3, i, 0.0, i
COc1ccc(OC2C(=O)N(Cc3ccc(F)cc3)C2c2cc(OC)c(OC)c(OC)c2)cc1 (stereo not drawn)
 : i, i, i, i, i, i, 1, 14, i, 0.6, i
COC(=O)c1ccc(NC(=O)CCN2C(=O)C3C4CCC(C4)C3C2=O)cc1 (stereo not drawn)
 : i, i, i, i, i, i, 10, -6, i, 0.2, i
